SENP7 block – blocks the human protease SENP7. hit rate 1.5% among 330,000. Q9BQF6. recombinant SENP7, Z-RLRGG-aminoluciferin luminescence, 40 min. inhibition, % at 5 µM;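 active means inhibition above about 50% at the single test dose, limit read from the data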;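 further: plate controls were DMSO with enzyme for no effect and no enzyme buffer wells for full effect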
SENP8 block-1 – blocks human SENP8 cleavage of Nedd8 substrate. Q96LD8. recombinant SENP8, Nedd8 substrate fluorescence. inhibition, % at 20 µM. hit rate 0.64% among 360,000. AID 602440; in the data active means inhibition mostly above about 40%, no sharp cut-off; inactive means mostly below about 27%
SENP1 FRET inh – blocks the human SENP1 SUMO protease catalytic domain; hit rate 0.21% among 360,000; recombinant SENP1 catalytic domain, CyPet-SUMO1-YPet FRET cleavage; inhibition, % at 10 µM; Q9P0U3;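 active means inhibition at least 30% at 10 µM, raw YFP signal under a set limit, fluorescence ratio 0.5 to 1.5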;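 further: 0% = enzyme with DMSO and 100% = no enzyme wells; some results filed as inactive read as strong as hits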
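Assay system: hSENP1 catalytic domain, recombinant. Amount: SENP1 enzyme, 20 pM final. Schedule: 50 min reaction, RT, dark. Technique: FRET, CFP and YFP emission. Control set: no-enzyme wells low, DMSO-plus-enzyme wells high control.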
SENP8 block-2 – SENP8 protease inhibition; hit rate 1.2% among 330,000; Q96LD8; purified SENP8, Z-RLRGG-aminoluciferin cleavage, luminescence; AID 2540; inhibition, % at 10 µM; in the data active means inhibition above about 50%
APOBEC3G inh – inhibitors of human APOBEC3G DNA deaminase; Q9HC16; recombinant A3G, ssDNA deamination FAM/TAMRA fluorescence; inhibition, % at 20 µM; hit rate 0.28% among 330,000; AID 493012;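 active means inhibition of at least 40% at 20 µM, with no more than 30% in the related APOBEC3A deaminase screen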;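 further: plate controls were DMSO wells with A3G for no effect and wells lacking A3G enzyme for full effect; some compounds called inactive have numbers as strong as hits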
UBC13 polyUb – blocks human UBC13 polyubiquitin chain formation | inhibition, % at 20 µM | P61088 | hit rate 0.47% among 330,000 | AID 485273 | TR-FRET; in the data active means inhibition above about 45%, passing the limit was not always enough
SENP6 block – SENP6 protease inhibition; Q9GZR1; Recombinant SENP6 catalytic domain, aminoluciferin luminescence; inhibition, % at 10 µM; hit rate 1.8% among 330,000;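 active means inhibition above about 50% at the single tested dose, limit read from the data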;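 further: plate controls were DMSO wells with enzyme for no effect and DMSO wells lacking enzyme for full effect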
Apaf-1 inh – inhibitors of human Apaf-1 apoptosome. reconstituted apoptosome caspase-3 activity, DEVD-Rh110 fluorescence. inhibition, % at 20 µM. hit rate 0.71% among 330,000; active means inhibition of at least 40% at 20 µM;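 further: plate controls were DMSO wells for no effect and DEVD-CHO caspase inhibitor wells for full effect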
Target sequence (O14727 whole entry, looked up): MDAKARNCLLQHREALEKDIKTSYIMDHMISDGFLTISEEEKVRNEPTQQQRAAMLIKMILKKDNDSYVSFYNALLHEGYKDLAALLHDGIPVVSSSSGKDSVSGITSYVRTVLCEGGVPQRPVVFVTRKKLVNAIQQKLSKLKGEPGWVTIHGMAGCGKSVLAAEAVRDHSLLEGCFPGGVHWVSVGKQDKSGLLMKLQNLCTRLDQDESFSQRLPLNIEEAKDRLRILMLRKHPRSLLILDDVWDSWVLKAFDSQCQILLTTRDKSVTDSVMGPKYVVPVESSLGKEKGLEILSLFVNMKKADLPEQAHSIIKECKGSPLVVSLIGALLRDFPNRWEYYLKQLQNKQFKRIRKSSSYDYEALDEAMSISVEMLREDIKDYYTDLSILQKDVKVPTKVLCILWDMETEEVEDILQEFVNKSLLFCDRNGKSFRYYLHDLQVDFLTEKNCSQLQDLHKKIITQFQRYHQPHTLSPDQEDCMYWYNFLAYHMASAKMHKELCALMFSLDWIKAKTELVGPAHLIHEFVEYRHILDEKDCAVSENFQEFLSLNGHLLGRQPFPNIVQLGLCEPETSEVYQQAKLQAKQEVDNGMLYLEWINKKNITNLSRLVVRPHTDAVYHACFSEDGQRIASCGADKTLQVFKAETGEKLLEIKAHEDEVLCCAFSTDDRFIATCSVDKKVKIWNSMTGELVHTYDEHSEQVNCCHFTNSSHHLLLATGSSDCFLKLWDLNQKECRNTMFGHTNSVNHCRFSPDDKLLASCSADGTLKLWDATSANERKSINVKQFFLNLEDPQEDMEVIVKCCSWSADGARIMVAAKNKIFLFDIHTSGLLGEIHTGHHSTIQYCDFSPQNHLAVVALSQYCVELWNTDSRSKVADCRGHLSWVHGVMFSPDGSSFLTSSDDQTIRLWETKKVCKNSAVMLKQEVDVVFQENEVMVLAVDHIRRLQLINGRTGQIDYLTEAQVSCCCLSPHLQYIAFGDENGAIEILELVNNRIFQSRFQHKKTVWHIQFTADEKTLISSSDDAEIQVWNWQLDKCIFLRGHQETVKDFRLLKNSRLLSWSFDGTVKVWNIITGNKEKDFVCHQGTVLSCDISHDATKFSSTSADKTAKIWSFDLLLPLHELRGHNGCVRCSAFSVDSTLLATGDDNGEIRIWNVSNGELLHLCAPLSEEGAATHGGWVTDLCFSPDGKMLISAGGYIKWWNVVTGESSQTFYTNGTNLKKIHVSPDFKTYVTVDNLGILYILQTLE
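Material: biochemical Apaf-1 apoptosome reconstitution. Medium: Hepes buffer, pH 7.5. Also added: cytochrome c activation, bis-DEVD rhodamine 110 substrate. Timing: 30 min compound preincubation, 50 min activation, room temperature. Measured by: rhodamine 110 fluorescence at Ex 480/Em 540 nm.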
Numbers without * were called inactive; i = inactive; nt = not tested or not shown. Rows were taken by chance (roughly 3.6% active in at least one column).

SMILES | SENP7 block | SENP8 block-1 | SENP1 FRET inh | SENP8 block-2 | APOBEC3G inh | UBC13 polyUb | SENP6 block | Apaf-1 inh
NC(=O)COC(=O)c1ccccc1SCC(=O)NC1CCCCCC1 | -3 | -2 | -1 | 6 | -3 | -1 | 6 | -2
COc1cc2c(cc1OC)-c1cc3ccc(OC)c(OC)c3c[n+]1CC2 | 3 | 22 | 21 | -5 | 1 | -54 | 1 | 3
CN(CC(=O)Nc1ccc(F)cc1)C(=O)c1cccc(NS(=O)(=O)c2ccccc2)c1 | -2 | 6 | 1 | 4 | -6 | 6 | -16 | -6
Cc1cccc(C(=O)N(CCc2ccccc2)Cc2ccccc2)c1[N+](=O)[O-] | -3 | -12 | -2 | 4 | -11 | 4 | 1 | 30
COc1ccc(/C=C/CN2CCN(CCc3ccccc3)C(CCO)C2)cc1 (stereo unspecified) | 5 | -40 | -1 | 0 | -10 | 8 | -11 | -32
N#CC1=C(N)Oc2c(oc(CO)cc2=O)C1c1ccccc1[N+](=O)[O-] (stereo unspecified) | 11 | -56 | -52 | 9 | 10 | -8 | 40 | 15
O=S(=O)(NCC1CCCO1)c1ccc(Cl)nc1 (stereo unspecified) | 4 | 18 | 1 | -1 | -6 | 0 | -59 | -7
Cc1cc(NC(=O)c2c(Br)c(C)nn2C)no1 | 0 | 16 | -1 | 3 | -9 | 2 | -28 | -1
CCOC(=O)N1CCN(CC(=O)Nc2ccc(F)cc2F)CC1 | 9 | 8 | 0 | 3 | -8 | 2 | 2 | -6
C/C=C/C(=O)Nc1cccc(C2=NOC3(C2)C[C@@H](C(N)=O)N(C(=O)c2cc([N+](=O)[O-])cc([N+](=O)[O-])c2)C3)c1 (stereo partly specified) | -4 | 9 | 1 | 7 | 0 | -13 | -16 | 1
CC(C)c1ccccc1NC(=O)COC(=O)Cc1cccc(C(F)(F)F)c1 | -6 | 8 | 3 | -4 | -2 | -6 | -14 | 13
CN(C)Cc1nc2ccccc2c(=O)n1Cc1nc(-c2cc3ccccc3o2)cs1 | 8 | -7 | -2 | -5 | 4 | 0 | 6 | 32
CC(=O)N1CCc2cc(S(=O)(=O)NC(Cc3ccccc3)C(=O)NC3CCCCCC3)ccc21 (stereo unspecified) | 0 | 13 | -3 | 3 | 1 | 4 | -9 | 10
Nc1nonc1-n1nnc(C(=O)N/N=C/c2ccccc2)c1CSc1ccc(Cl)cc1 | 2 | 16 | 1 | -5 | -4 | 16 | -12 | 6
COc1ccccc1OCCCCCc1c(C)n[nH]c1C | -4 | 7 | 1 | -4 | -3 | -8 | -11 | 9
COCCNC(=O)COC(=O)CSCc1nc2ccccc2s1 | -4 | -5 | -34 | 0 | -7 | 2 | -3 | -2
O=S(=O)(c1ccccc1Cl)N1CCC(Cc2ccccc2)CC1 | -1 | 12 | -1 | 2 | -2 | -2 | -2 | 13
CCOC(=O)CSc1snnc1C | 2 | 3 | 2 | 5 | -5 | -1 | 5 | -3
Cc1c(-n2c(SCC(=O)NC(C)C(C)C)nc3ccccc3c2=O)c(=O)n(-c2ccccc2)n1C (stereo unspecified) | 0 | 4 | 4 | 14 | -2 | 5 | 2 | -1
CC(=O)Nc1ccccc1C(=O)N1CCc2ccccc21 | 2 | 11 | 0 | 1 | -6 | -1 | 5 | -6
COc1ccc(CCC(=O)NNC(=O)c2ccc(F)cc2)cc1 | -4 | 8 | 3 | 0 | -8 | 4 | -28 | 3
Cc1cccc(C(=O)NCC(=O)NCC2COc3ccccc3O2)c1 (stereo unspecified) | -2 | 10 | 2 | -2 | -6 | -5 | -2 | 1
COc1cc(Cl)ccc1NC(=O)COc1ccccc1C(=O)NN | -4 | 6 | 0 | -13 | -8 | 5 | -23 | 6
CCOC(=O)C1CCCN(C(=O)c2cccc(S(=O)(=O)N3CCCC3)c2)C1 (stereo unspecified) | 4 | 10 | -1 | -1 | -2 | 15 | -5 | 26
CCOc1ccc(-c2nc(S(=O)(=O)c3ccccc3)c(N3CCOCC3)o2)cc1 | 2 | 16 | 1 | 1 | -10 | 12 | -4 | -4
SMILES | SENP7 block | SENP8 block-1 | SENP1 FRET inh | SENP8 block-2 | APOBEC3G inh | UBC13 polyUb | SENP6 block | Apaf-1 inh
O=S(=O)(Cc1ccccc1)N(O)c1ccccc1 | 2 | 19 | 1 | -2 | -4 | -42 | -14 | 9
C=CCn1c(SCC)nc(O)cc1=O | -1 | 2 | 0 | 2 | 3 | 4 | 2 | 0
CCCCc1nc2n[nH]c(N)c2c2c1CCCC2 | 6 | -26 | -2 | 2 | 0 | 8 | 0 | 4
Cc1ccc(-c2csc(CC(N)=O)n2)cc1 | -3 | 17 | 0 | 1 | -2 | -8 | -11 | 4
CCOC(=O)c1sc2nc(CC(=O)OC)nc(NCc3ccc(F)cc3)c2c1C | -8 | -284 | 1 | -2 | -4 | 27 | -10 | -8
CC(C)(C)NCCCCOc1ccc(F)cc1 | 0 | 2 | 1 | 5 | -9 | -6 | -13 | -9
Cc1ccsc1C1Nc2ccccc2-c2nc3ccccc3n21 (stereo unspecified) | 3 | -417 | -2 | -9 | 0 | 33 | 7 | 17
Cc1cc(C)n2nc(C(=O)OCC(=O)Nc3ccc4c(c3)OCCO4)nc2n1 | 4 | 0 | -2 | -6 | -5 | 18 | -19 | -12
COCCNCCCCOc1ccc(C)cc1[N+](=O)[O-] | 1 | 16 | 1 | -2 | -10 | -1 | -20 | -4
CC(=O)NCc1cc(-c2ccc(Cl)cc2)no1 | 6 | 14 | 2 | -1 | -1 | -4 | 4 | 0
COc1cccc(N2CCN(Cc3ccsc3)CC2)c1 | 8 | 26 | -1 | -4 | -1 | 4 | -9 | 0
O=C(OCc1cncs1)c1ccccc1 | 5 | 4 | -3 | -9 | -12 | 4 | -40 | -8
O=C(c1ccc(Cl)c(S(=O)(=O)N2CCOCC2)c1)N1CCc2ccccc2C1 | -5 | 4 | 1 | -1 | -6 | 6 | 11 | -3
Cc1cc(C)n(C(=O)COc2c(C)cccc2C)n1 | -4 | 9 | 2 | -2 | -2 | -10 | -12 | -3
CCC(=O)Nc1ccc2c(c1)ncn2CCc1ccccc1 | -6 | 16 | 2 | -2 | -7 | 2 | -9 | -3
CC(=O)N1CC(C)Oc2ccc(S(=O)(=O)NC(CC(=O)O)c3ccccc3C)cc21 (stereo unspecified) | 5 | -1 | 1 | -1 | -2 | -4 | 4 | 0
COc1ccc2ccccc2c1/C=N\NC(=O)c1ccc(C)s1 | -8 | -206 | -1 | -1 | 27 | 0 | -2 | 11
CCCC1=Nc2cc(C(=O)N3CCCC3)ccc2Sc2ccc(C)cc21 | 10 | 4 | -1 | -1 | 1 | 1 | 11 | 18
O=C(CSc1nncn1-c1cccnc1)Nc1ccccc1C(F)(F)F | 3 | -2 | -5 | -1 | 1 | 1 | -10 | -1
Cc1nc(NC(=O)c2cc3c(s2)CCCCC3)sc1C(=O)N(C)C | 14 | -127 | 0 | 0 | -2 | 7 | 2 | -4
COc1ccc(OCCC(=O)OCC(=O)NCc2ccccc2)cc1 | 2 | 6 | 0 | -11 | -1 | 1 | -20 | -6
CCOc1ccc(NC(=O)Cn2nnc(-c3ccccc3NC(=O)CC)n2)cc1 | 2 | 15 | 2 | -3 | 0 | 10 | -15 | 19
O=C(c1ccc(S(=O)(=O)N2CCOCC2)cc1)N1CCN(c2ccccc2)CC1 | 2 | 1 | 4 | -7 | 3 | -4 | -6 | 6
CC(C)C(c1nnnn1CCc1ccccc1)N1CCSCC1 (stereo unspecified) | -3 | 8 | -1 | 0 | -9 | 2 | 5 | -5
CN1CCN(C(=O)c2ccc(F)c(F)c2)CC1 | 3 | 6 | 0 | -8 | -3 | 0 | 10 | 3

Entries of single compounds from above. Order of values: SENP7 block | SENP8 block-1 | SENP1 FRET inh | SENP8 block-2 | APOBEC3G inh | UBC13 polyUb | SENP6 block | Apaf-1 inh
Entry for Cc1cc(C)n(C(=O)COc2c(C)cccc2C)n1 → -4 | 9 | 2 | -2 | -2 | -10 | -12 | -3
Entry for CC(=O)NCc1cc(-c2ccc(Cl)cc2)no1 → 6 | 14 | 2 | -1 | -1 | -4 | 4 | 0

Additional results:
SMILES | SENP7 block | SENP8 block-1 | SENP1 FRET inh | SENP8 block-2 | APOBEC3G inh | UBC13 polyUb | SENP6 block | Apaf-1 inh
O=C(O)/C(=C\c1cn(-c2ccccc2)nc1-c1cccnc1)NC(=O)c1ccccc1 | 3 | 30 | 0 | -5 | -6 | 4 | -11 | -26
O=C(CCc1nc2ccccc2c(=O)[nH]1)N1CCCc2ccccc21 | 0 | -85 | -48 | 10 | 1 | 3 | 8 | -4
C=C(C)C(=O)Nc1ccc(NC(C)C)cc1 | 5 | 10 | 2 | -9 | -7 | 3 | 5 | -2
Cc1cc(N2CCOCC2)ncc1[N+](=O)[O-] | 1 | 24 | 1 | 0 | -5 | 2 | -7 | -5
CCOC(=O)c1c(S(=O)(=O)Nc2cccc(-c3ccno3)c2)c(C)n(C)c1C | 17 | 1 | -5 | -6 | -6 | 3 | 1 | -3
COc1cc(CC(=O)NNC(=O)c2cccs2)cc(OC)c1OC | 14 | -3 | 1 | -3 | -6 | 0 | -4 | -7
Cc1ccc(-c2ccnc(=S)[nH]2)cc1 | -6 | 4 | 4 | -14 | -2 | -5 | -15 | 8
O=C(Nc1ccc(F)cc1)N1CCN(C/C=C/c2ccccc2)CC1 | -9 | 1 | 1 | -8 | -5 | -5 | -5 | 10
CNC(=O)CC1C(=O)N(c2ccc(F)cc2)C(=S)N1NC(=O)c1ccc(Br)cc1 (stereo unspecified) | -6 | 7 | 0 | -7 | 7 | -5 | -12 | 9
Cc1ccc(-c2nc3sc4c(c3c(=O)n2N)CC(C)(C)OC4)cc1 | 4 | -24 | 0 | 3 | 0 | 25 | 5 | 8
C/C(=N\OCc1nc2ccccc2c(=O)n1/N=C/c1cc([N+](=O)[O-])ccc1O)c1ccccc1 | -10 | -32 | -29 | -5 | -6 | -19 | -3 | 2
O=C(CN(c1ccccc1Cl)S(=O)(=O)c1ccccc1)NCc1ccccc1 | 2 | -6 | 0 | 5 | -8 | 1 | -16 | 14
O=C(O)CN(Cc1ccccc1)S(=O)(=O)c1ccc(F)cc1 | 2 | 5 | 2 | -4 | -4 | 4 | 3 | -3
O=C(NCc1cccs1)C1CCCN(c2nc3ccccc3o2)C1 (stereo unspecified) | -2 | 5 | 4 | -9 | -6 | 0 | -2 | -6
O=C(CN1CCN(C(=O)c2cccc(S(=O)(=O)N3CCCC3)c2)CC1)Nc1cccc(F)c1 | -8 | 8 | 3 | 3 | -3 | 4 | -4 | 1
CCN(CC(=O)NCc1cccs1)C(=O)c1cccc(Cl)c1 | 4 | 0 | 0 | 7 | -2 | 5 | -4 | -11
COc1cccc(OCCCn2cc(/C=C3/C(=N)N4C=C(C)SC4=NC3=O)c3ccccc32)c1 | -5 | -13 | -24 | -5 | -6 | -9 | -7 | 5
COc1cc(/C=C2/C(=N)N3C=CSC3=NC2=O)ccc1OCCOc1ccc(NC(C)=O)cc1 | 0 | -4 | -24 | -6 | 3 | -1 | 5 | -8
O=C(Cc1nc2ccccc2s1)c1ccc(O)cc1O | -5 | nt | nt | 11 | -1 | -8 | 15 | -7
CC(C)n1ncc2c(C(=O)NCCOc3ccccc3F)cc(C3CC3)nc21 | 3 | i | 1 | 10 | -6 | 18 | 5 | 11
CCOc1ccc(NC(=O)C2CCN(S(=O)(=O)c3cccs3)CC2)cc1 | -3 | 16 | 1 | -2 | -4 | -3 | 0 | 7
CC(=O)Oc1ccc2c(=O)c(Oc3ccccc3)coc2c1OC(C)=O | 1 | -93 | 1 | 7 | 0 | 8 | 13 | 0

Bioassay records from PubChem BioAssay.
